ATXN2 expr inh = reduces ATXN2 reporter expression in HEK-293 cells; HEK-293 ATXN2-luciferase reporter, luminescence, 24 h; Potency, µM (series often up to 57 µM), without a hit: at the top dose activity change, negative = inhibition, most hits filed as inhibitors; 360,000 compounds, 0.72% hits; AID 1745845; note: % is set by controls: 0 for no effect and ±100 for the full control effect; nearly all actives have a fitted effect of over 55% in size
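qHTS (up to 57 uM final) was run with 24 h compound exposure of reporter cells at 37 °C. Each well was multiplexed: SteadyGlo luminescence measured ATXN2-luciferase expression after a fluorogenic Gly-Phe-AFC viability readout (25 uM final).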
ATXN viability = viability counter-screen for ATXN expression inhibitors; AID 651635; 400,000 compounds, 0.49% hits; Potency, µM (series often up to 56.7 µM), most hits filed as cytotoxic; S2 cells (HEK-293 line with an ATXN2-luciferase reporter) viability, CellTiter-Fluor protease fluorescence, 24 h; note: nearly all actives have a fitted effect of over 40% in size
HepG2 tox = kills HepG2 cells in TGF-b inhibitor counter-screen; HepG2 CAGA-GFP viability, ATP luminescence, 18 h; Potency, µM (titrated, usually from 46.1 µM), for inactives: at the top dose activity change, negative = cytotoxicity, most hits filed as cytotoxic; 410,000 compounds, 0.76% hits; AID 588856; note: some results filed as inactive show a strong effect at the top dose
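HepG2 CAGA-GFP cells (1000/well, DMEM with 1% FBS) received compound, then TGF-beta at 500 pg/mL final, and were incubated 18 hours at 37 degrees C. Viability was read by CellTiter-Glo luminescence. Media-only wells were set as complete cell-killing and DMSO as no toxicity.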
Nrf2 block = blocks Nrf2 signaling | A549 ARE-Fluc reporter, luciferase luminescence, 18-24 h | Potency, µM (series often up to 46 µM), for inactives: at the top dose activity change, negative = inhibition, most hits filed as inhibitors | 360,000 compounds, 2.1% hits | AID 504444; note: % is set by controls: 0 for no effect and ±100 for the full control effect; nearly all actives have a fitted effect of over 60% in size
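Quantitative HTS in A549 cells stably bearing an antioxidant response element-firefly luciferase construct. Inhibition of Nrf2-driven transcription was scored by luminescence after 18-24 h of compound exposure at 37 °C.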
EPAC2 antag = EPAC2 (human) antagonism; Q8WZA2; EPAC2 GEF exchange of Rap1B-BODIPY-GDP, fluorescence; Potency, µM (doses to about 114 µM), without a hit: top-dose activity, negative = inhibition, most hits filed as inhibitors; 360,000 compounds, 0.18% hits; note: % is set by controls: 0 for no effect and ±100 for the full control effect; nearly all actives have a fitted effect of over 45% in size; many of its hits are not listed in these tables
Target sequence (Q8WZA2 whole entry, looked up): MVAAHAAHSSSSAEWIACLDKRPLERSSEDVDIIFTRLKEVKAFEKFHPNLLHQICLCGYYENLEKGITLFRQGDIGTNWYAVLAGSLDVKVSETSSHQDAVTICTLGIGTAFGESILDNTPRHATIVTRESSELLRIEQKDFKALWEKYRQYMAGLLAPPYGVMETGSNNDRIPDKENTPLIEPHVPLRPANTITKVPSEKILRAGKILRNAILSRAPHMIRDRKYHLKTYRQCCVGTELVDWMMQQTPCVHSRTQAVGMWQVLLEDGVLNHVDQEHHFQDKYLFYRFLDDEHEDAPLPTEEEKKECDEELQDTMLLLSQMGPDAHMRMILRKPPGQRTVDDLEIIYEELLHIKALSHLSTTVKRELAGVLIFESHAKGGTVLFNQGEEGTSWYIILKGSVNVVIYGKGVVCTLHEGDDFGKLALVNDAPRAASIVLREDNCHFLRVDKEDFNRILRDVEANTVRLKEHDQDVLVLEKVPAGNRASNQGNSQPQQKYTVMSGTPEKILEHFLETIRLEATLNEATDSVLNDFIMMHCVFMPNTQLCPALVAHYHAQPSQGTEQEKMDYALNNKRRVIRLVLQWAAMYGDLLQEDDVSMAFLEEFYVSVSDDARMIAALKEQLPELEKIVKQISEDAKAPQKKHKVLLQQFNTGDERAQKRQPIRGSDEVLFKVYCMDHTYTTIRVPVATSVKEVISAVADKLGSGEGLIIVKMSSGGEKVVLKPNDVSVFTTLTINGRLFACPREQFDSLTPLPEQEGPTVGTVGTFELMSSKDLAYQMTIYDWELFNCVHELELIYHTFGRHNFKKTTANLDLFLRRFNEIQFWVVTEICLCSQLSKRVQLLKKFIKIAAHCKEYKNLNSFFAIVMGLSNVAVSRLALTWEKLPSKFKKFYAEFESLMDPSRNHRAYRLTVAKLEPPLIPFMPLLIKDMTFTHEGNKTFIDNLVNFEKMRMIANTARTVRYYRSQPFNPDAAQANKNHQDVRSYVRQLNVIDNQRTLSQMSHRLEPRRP
TGFb SMAD3 inh = inhibitors of TGF-b signaling; Potency, µM (highest dose often 46.1 µM), for the others: at the top dose activity, negative = inhibition, usual class: inhibitors; 410,000 compounds, 1.2% hits; HepG2 CAGA-GFP TGF-b/SMAD3 reporter, GFP fluorescence, 18 h; TGF-beta stimulated, 500 pg/mL final; AID 588855; note: % is set by controls: 0 for no effect and ±100 for the full control effect; nearly all actives have a fitted effect of over 65% in size
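HEPG2 CAGA-GFP reporter cells (1000/well, DMEM with 1% FBS) received compounds, then recombinant TGF-beta at 500 pg/mL final for 18 hours at 37 degrees C. Per-cell GFP summed per well was normalised to unstimulated and stimulated DMSO controls before curve fitting.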
Nrf2 ARE act = Nrf2 pathway activation; 410,000 compounds, 0.31% hits; Potency, µM (top dose mostly 46.1 µM), without a hit: top-dose activation, most hits filed as activators; AREc32 ARE-luciferase reporter (MCF7-derived line), luminescence, 24 h; note: % of control where 0% means no effect; nearly all actives have a fitted effect of over 65% in size
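Luminescent ARE reporter assay in AREc32_Fluc cells: overnight plating at 37 deg C, 24 hr compound incubation, Steady-Glo added, 30 min RT before reading.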
A549 tox = counter-screen for Nrf2 inhibitors: cytotoxicity in A549 cells. 390,000 compounds, 0.16% hits. A549 ARE-Fluc cells, CellTiter-Fluor viability, 18-24 h. Potency, µM (titrated, usually from 46 µM), for the others: top-dose activity change, negative = cytotoxicity, usual class: inhibitors; note: % is set by controls: 0 for no effect and ±100 for the full control effect
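A549 ARE_Fluc cells in 5% FBS OPTI-MEM were exposed to compounds in concentration-response for 18-24 h at 37 deg C. Viability was read by CellTiter-Fluor fluorescence (Ex 405/Em 525) after 30 min, before the luciferase read.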
MCF10A rereplic = inducers of DNA re-replication in MCF 10A breast cells; 350,000 compounds, 2.9% hits; MCF 10A DNA re-replication, Hoechst nuclear intensity, 48 h; Potency, µM (highest dose often 46.1 µM), for inactives: at the highest dose activity, positive = re-replication, most hits filed as activators; note: % of control where 0% means no effect; nearly all actives have a fitted effect of over 50% in size
Starred values were filed as active, the others as inactive; i = inactive; ? = inconclusive; / = not tested or not shown; [ ] = remark or other dose. Calls come from the whole dose curve; as a rule, active = well fitted curve in the direction sought with a large enough effect; inconclusive = small, poorly fitted or top-dose-only effect, or another doubt; inactive = no such curve, though single readings can be large; an effect the other way counts as inactive or inconclusive. Potency is the fitted concentration of half-maximal effect. Only part of the results is shown; count on the stated rates, not on these rows.

SMILES	ATXN2 expr inh	ATXN viability	HepG2 tox	Nrf2 block	EPAC2 antag	TGFb SMAD3 inh	Nrf2 ARE act	A549 tox	MCF10A rereplic
Cn1c(N)c(C(=O)COC(=O)COc2ccc(Cl)cc2)c(=O)n(C)c1=O	/	i	-29%	5%	-17%	-10%	-0.1%	5%	-4%
O=C(CSc1nc(Nc2ccccc2)nc(N2CCOCC2)n1)Nc1ccc(Br)cc1F	-28%	i	-18%	-6%	1%	14%	-0.7%	3%	15µM*
CCSCc1nc(N)nc(NCCc2ccccc2)n1	/	i	10%	8%	1%	10%	3.5%	0%	7%
COc1ccc(CC(=O)Nc2ccc(N3CCOCC3)cc2)cc1S(=O)(=O)N1CCOCC1	7%	i	-2%	6%	2%	-1%	-0.2%	0%	0%
CC(=O)C1=C(O)C(=O)N(c2ccc(Br)cn2)C1c1ccccc1[N+](=O)[O-] (stereo not drawn)	-17%	?	1%	-15%	-3%	-7%	3.8%	-3%	12%
COc1ccc(C)cc1NC(=S)N1CCN(c2ccccn2)CC1	6%	i	-5%	11%	2%	-2%	2.1%	-4%	-3%
Cn1c(=O)c2c(SCC(=O)N3CCOCC3)nc(C3CC3)nc2n(C)c1=O	-20%	?	-6%	2%	19%	-6%	0.9%	-3%	-4%
CC1CCC2(CC1)NC(=O)N(CC(=O)c1cn(CCC#N)c3ccccc13)C2=O (stereo not drawn)	/	i	13%	13%	11%	3%	-1.1%	8%	1%
COc1cccc(NC(=O)Cc2ccccc2)c1	37%	i	-16%	?	-5%	9%	7.6%	1%	?
Cc1cc(C)c(C)c(S(=O)(=O)N2CCN(C)CC2)c1C	-7%	i	-19%	7%	1%	-9%	0.3%	-4%	4%
C=CCOc1ccc(/C=C/C(=O)OCC(=O)NNC(=O)c2ccccc2F)cc1	-11%	i	2%	-2%	17%	?	-1.3%	2%	0%
N#Cc1cc(-c2ccccc2)oc1NC(=O)c1ccccc1	-6%	i	3%	/	15%	?	2.2%	-3%	9%
CCOC(=O)c1ccc(OCC2c3cc(OC)c(OC)cc3CCN2C(=O)c2ccc(S(=O)(=O)N3CCCC3)cc2)cc1 (stereo not drawn)	1%	i	-13%	/	/	1%	-1.1%	0%	/
COc1ccc(-n2nc(C(=O)Nc3ccc(C)cn3)c3c4ccccc4n(C)c3c2=O)cc1	17%	i	-1%	5%	/	10%	0.2%	1%	/
CCCCOc1ccc(/C=C/C2=CC(C)(C)NC(=S)N2)cc1OCC	-3%	i	-16%	-4%	2%	-2%	7.3%	13%	?
Cn1ccnc1C(=O)c1ccc(S(=O)(=O)N2CCCC2)cc1	22%	i	1%	11%	3%	?	0.7%	2%	-7%
Cc1c(NC(=O)c2cccs2)cccc1-c1nc2ccccc2s1	33%	i	-4%	-8%	2%	-6%	3.4%	-2%	11%
CC(=O)Nc1ccc(S(=O)(=O)NCCC(=O)N2CCN(c3ccccc3Cl)CC2)cc1	/	i	-37%	-5%	4%	-7%	-0.7%	7%	5%
Nc1nc(N2CCN(c3ccccn3)CC2)nc2ccccc12	/	i	-10%	?	4%	-7%	6.0%	-27%	27%
CCC(C)(C)c1nnc(NC(=O)C2CC(=O)N(CCc3ccc(F)cc3)C2)s1 (stereo not drawn)	1%	i	-14%	-17%	-1%	-27%	3.0%	1%	-4%

6 compounds out of the list above, sorted by the value under Nrf2 ARE act, ascending.
molecule	Nrf2 block	EPAC2 antag	Nrf2 ARE act
CC(=O)Nc1ccc(S(=O)(=O)NCCC(=O)N2CCN(c3ccccc3Cl)CC2)cc1	-5%	4%	-0.7%
Cn1ccnc1C(=O)c1ccc(S(=O)(=O)N2CCCC2)cc1	11%	3%	0.7%
Cn1c(=O)c2c(SCC(=O)N3CCOCC3)nc(C3CC3)nc2n(C)c1=O	2%	19%	0.9%
Nc1nc(N2CCN(c3ccccn3)CC2)nc2ccccc12	?	4%	6.0%
CCCCOc1ccc(/C=C/C2=CC(C)(C)NC(=S)N2)cc1OCC	-4%	2%	7.3%
COc1cccc(NC(=O)Cc2ccccc2)c1	?	-5%	7.6%

Returning to the listing; the two compounds before the break are reprinted first.
SMILES	ATXN2 expr inh	ATXN viability	HepG2 tox	Nrf2 block	EPAC2 antag	TGFb SMAD3 inh	Nrf2 ARE act	A549 tox	MCF10A rereplic
Nc1nc(N2CCN(c3ccccn3)CC2)nc2ccccc12	/	i	-10%	?	4%	-7%	6.0%	-27%	27%
CCC(C)(C)c1nnc(NC(=O)C2CC(=O)N(CCc3ccc(F)cc3)C2)s1 (stereo not drawn)	1%	i	-14%	-17%	-1%	-27%	3.0%	1%	-4%
CN1CCC(OC(=O)Cc2ccc(Cl)cc2)CC1	/	i	2%	-39%	-4%[57.1 µM]	-1%	0.3%	-1%	-2%
Cc1ccc(S(=O)(=O)N(CC(=O)N2CCc3ccccc3C2)c2cccc(Cl)c2)cc1	-2%	i	-6%	/	0%	0%	2.8%	-4%	-8%
CC(=O)Nc1ccc(S(=O)(=O)N2CCC(c3nc4ccc(C)cc4[nH]3)CC2)cc1	-14%	i	15%	-27%	0%	?	0.6%	2%	-2%
COc1ccccc1N(CC(=O)NCCSCc1ccccc1)S(=O)(=O)c1ccccc1	/	i	-32%	/	-10%	-8%	-0.6%	/	/
COc1ccc(C(=O)Nc2cccc(-c3cn4ccsc4n3)c2)c(OC)c1	/	/	-35%	/	/	?	2.7%	0%	/
COc1cccc(N2CCN(C(=S)Nc3cc(C)cc(C)c3)CC2)c1	-23%	i	1%	-15%	-5%	0%	0.0%	-10%	11µM*
COc1ccc(OCCSc2ncc(CO)n2C)cc1	-1%	i	6%	?	5%	18%	-0.1%	-6%	2%
CN1CCC(N(C)S(=O)(=O)c2ccc(NC(=O)c3ccc(S(=O)(=O)N(C)C)cc3)cc2)CC1	-7%	i	-18%	-9%	-1%	-4%	-0.1%	3%	3%
O=C(Nc1ccc(F)cc1)c1ccc2nc[nH]c2c1	/	i	-8%	89%	-12%	-6%	15%	16%	-7%
CC(C)CN1CCN(Cc2ccc(C#CC(C)(C)O)cc2)CC1CCO (stereo not drawn)	-4%	i	-1%	17%	12%	8%	-1.0%	5%	14%
CN1C(=O)S/C(=C\c2ccccc2OCc2ccc(C(=O)O)cc2)C1=O	14%	i	5%	-23%	5%	1%	-0.6%	-2%	?
COc1ccccc1N1CCN(C(=O)c2oc3cc(C)cc(C)c3c2C)CC1	-15%	i	-44%	-13%	-5%[57.1 µM]	?	0.3%	-1%	?
Cc1ccc(NC(=O)C2CCN(S(=O)(=O)c3ccc4c(c3)NC(=O)C(C)S4)CC2)c(C)c1 (stereo not drawn)	-21%	i	-49%	?	7%	?	-0.1%	-5%	10%
Cc1cc(C)n2cc(COc3ccccc3)nc2n1	3%	i	-67%	2%	14%	-14%	7.7%	12%	0%
CCCS(=O)(=O)NC(=O)C1(C)CCCN(C(=O)c2cccs2)C1 (stereo not drawn)	-6%	i	21%	/	3%	20%	0.4%	/	/
COc1ccc(S(=O)(=O)N2CCC(C(=O)Nc3cccc(Cl)c3)CC2)cc1OC	0%	i	-18%	?	-15%	-24%	-0.3%	0%	0%
COc1cccc(NC(=O)c2cccs2)c1	34%	i	-12%	/	6%	3%	18%	-3%	-7%
Cc1onc(-c2ccccc2)c1C(=O)O/N=C(\N)c1ccc([N+](=O)[O-])o1	/	?	13µM*	?	-7%	13µM*	?	?	?
Cc1cccc(Cl)c1NC(=O)NCCCN1CCCCC1C (stereo not drawn)	16%	i	0%	/	8%	-2%	-0.3%	/	/
COc1ccc(/C=N/NC(=O)c2ccc[nH]2)cc1	-12%	i	-32%	?	2%	-4%	-0.3%	-3%	3%
COC(=O)C1C(=O)C2=C(CC1C)NC(C)=C(C(=O)OC(C)C)C2c1ccc(OC)c(O)c1 (stereo not drawn)	1%	i	0%	10%	-6%	23%	-0.9%	-16%	7%
O=C(Nc1cccc(S(=O)(=O)N2CCCC2)c1)c1ccc2c(c1)OCO2	11%	i	-11%	-25%	5%	-17%	2.8%	-4%	3%
COc1ccc(-c2cc(CNc3nc(NCc4ccccc4OC)nc4ccsc34)on2)cc1	?	?	-36%	/	0%	?	-0.7%	/	/
CSc1ccccc1NC(=O)CCn1c(=O)oc2ccccc21	1%	i	2%	12%	2%	2%	-0.6%	0%	?
CCN(CC)c1nc(SCC(=O)O)nc(N(CC)CC)n1	-6%	i	-12%	?	?	-17%	0.1%	-9%	-1%
Cc1c(O)c(S(=O)c2ccccc2)c(=O)n(-c2ccccc2)c1-c1ccccc1 (stereo not drawn)	2%	i	-2%	-4%	-1%	-12%	0.0%	-3%	13%
Cc1ccc(S(=O)(=O)N2CCCCC2)cc1C(=O)OCC(=O)NC(=O)NC12CC3CC(CC(C3)C1)C2	-4%	i	-13%	-11%	-1%	-17%	2.4%	0%	?
CCCS(=O)(=O)N1CCC(C(=O)NCCCN(C)Cc2ccccc2)CC1	6%	i	6%	3%	-5%[57.1 µM]	4%	-1.1%	-9%	-3%
Cc1cccc(NC(=O)Cn2nnc(C(=O)NCc3cccs3)c2N)c1C	-7%	i	18µM*	0%	-1%	1%	-0.3%	1%	1%
COc1ccc(CCNC(=O)CCN2C(=O)C(C)Oc3ccc(C)cc32)cc1OC (stereo not drawn)	2%	i	1%	7%	15%[57.1 µM]	0%	-0.4%	5%	0%
CNCc1ccccc1OCc1ccc(F)cc1	-32%[11.3 µM]	i	9%	0%	-10%	19%	0.2%	4%	1%
CCn1c(Cc2ccccc2)nnc1SCC(=O)Nc1ccc(S(N)(=O)=O)cc1	4%	i	-7%	12%	1%	0%	-0.4%	1%	12%
